Screening data as filed in PubChem BioAssay.
GALK inh – qHTS Assay for Inhibitors of Human Galactokinase (GALK); Purified GALK, Kinase-Glo residual ATP luminescence; 270,000 compounds, 0.007% hits; Potency, µM (highest dose often 57.5 µM), without a hit: at the top dose activity change, negative = inhibition, hits mostly inhibitors; also: potency is read from the fitted curve at half-maximal effect; % is scaled to controls: 0 for no effect and ±100 for the full control effect
Target sequence (P51570 whole entry, looked up): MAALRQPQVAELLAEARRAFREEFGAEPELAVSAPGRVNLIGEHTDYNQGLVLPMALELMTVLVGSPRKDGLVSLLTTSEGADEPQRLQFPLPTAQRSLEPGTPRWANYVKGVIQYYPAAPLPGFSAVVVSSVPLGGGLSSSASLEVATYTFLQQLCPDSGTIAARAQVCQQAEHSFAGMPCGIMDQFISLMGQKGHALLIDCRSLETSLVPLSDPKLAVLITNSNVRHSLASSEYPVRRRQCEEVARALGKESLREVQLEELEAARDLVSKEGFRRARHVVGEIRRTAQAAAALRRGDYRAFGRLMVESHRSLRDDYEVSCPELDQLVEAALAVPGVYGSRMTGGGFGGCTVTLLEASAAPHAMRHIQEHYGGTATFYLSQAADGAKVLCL
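Kinase-Glo Plus luminescence measured ATP left after a 1 h room-temperature reaction. The reaction used 5 nM GALK, 100 uM galactose and 35 uM ATP at pH 8.0 (20 mM HEPES, 5 mM MgCl2, 60 mM NaCl, 1 mM DTT, 0.01% BSA).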
A-T KAP1 phos – qHTS Assay for Identifying a Potential Treatment of Ataxia-Telangiectasia. 320,000 compounds, 0.19% hits. […] A-T fibroblasts, KAP-1 phosphorylation AlphaLISA; neocarzinostatin DNA damage 30 min before lysis. AID 485349, 2010. Potency, µM (doses to about 57.5 µM), for inactives: top-dose activation, hits mostly activators; also: potency is read from the fitted curve at half-maximal effect; % of control where 0% means no effect; nearly all actives have a fitted effect of over 45% in size
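ATM-like activity read as KAP-1 phosphorylation via AlphaLISA donor/acceptor antibody pairs after lysis and 6 hr at 25C. Cells were ATM-null patient fibroblasts ([…], hTERT), dosed 60 min, then exposed to the DSB inducer NCS for 30 min.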
hERG WT inh – qHTS for Inhibitors of KCHN2 3.1: Wildtype qHTS | 340,000 compounds, 0.37% hits | Voltage-gated inwardly rectifying potassium channel KCNH2 (Homo sapiens), Q12809 | AID 720551, 2013 | U2OS, BacMam KCNH2, thallium flux FluxOr; hits give low values | activity change, % at 1.84 µM;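 active = maximum activity change below -70%; inconclusive = maximum activity change between -70% and -50%; inactive = maximum activity change above -50%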; also: % is scaled to controls: 0 for no effect and ±100 for the full control effect
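U2OS cells were transduced with wild-type KCNH2 virus (2.03 x 10^8 / mL) for 4 h at room temperature, then cultured overnight at 37 C. Thallium flux was read with FluxOr dye. Rate constants were normalized to DMSO controls.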
TSHR antagonist – Antagonists of the Thyroid Stimulating Hormone Receptor: HTS campaign; Thyrotropin receptor (Homo sapiens), P16473; TSHR-expressing cells, TSH-stimulated cAMP HTRF, 2 h; hits give low values; activity change, negative = inhibition, % at 11.5 µM; 330,000 compounds, 0.2% hits; AID 504810, 2011;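 active = activity change below a set negative limit, meaning inhibition stronger than a set level, cut at about -70% in these data; inconclusive = activity change between two set negative limits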; also: % is scaled to controls: 0 for no effect and ±100 for the full control effect
Target sequence (P16473 whole entry, looked up): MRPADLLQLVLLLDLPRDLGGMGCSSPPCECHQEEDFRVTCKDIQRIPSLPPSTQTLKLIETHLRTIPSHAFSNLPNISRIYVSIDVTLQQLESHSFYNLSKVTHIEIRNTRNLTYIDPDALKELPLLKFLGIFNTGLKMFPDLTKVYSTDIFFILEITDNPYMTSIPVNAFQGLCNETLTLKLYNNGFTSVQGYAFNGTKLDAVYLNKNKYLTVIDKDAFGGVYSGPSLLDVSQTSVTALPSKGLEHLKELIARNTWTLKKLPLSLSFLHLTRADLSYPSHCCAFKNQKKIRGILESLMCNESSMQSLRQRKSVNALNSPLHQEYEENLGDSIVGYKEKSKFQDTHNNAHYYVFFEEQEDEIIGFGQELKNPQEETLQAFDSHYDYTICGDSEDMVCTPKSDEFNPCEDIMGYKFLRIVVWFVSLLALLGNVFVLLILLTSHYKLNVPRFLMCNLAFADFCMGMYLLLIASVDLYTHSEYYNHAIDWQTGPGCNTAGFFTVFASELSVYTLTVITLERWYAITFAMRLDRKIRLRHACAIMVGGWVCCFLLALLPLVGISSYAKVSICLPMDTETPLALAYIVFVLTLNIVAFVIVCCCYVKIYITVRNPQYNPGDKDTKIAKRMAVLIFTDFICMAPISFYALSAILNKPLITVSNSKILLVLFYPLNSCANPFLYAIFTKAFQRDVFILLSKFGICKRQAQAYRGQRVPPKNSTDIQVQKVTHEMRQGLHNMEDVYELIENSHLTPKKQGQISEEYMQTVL
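TSHR-expressing cells, 200/well, pre-treated with compound, then stimulated with EC80 TSH (4nM final) for 2 hours at 37 deg C. cAMP measured by competitive HTRF: anti-cAMP cryptate antibody in lysis buffer plus cAMP-d2, read after 30 minutes at room temperature.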
Coupling enz – qHTS Assay for Inhibitors of Fructose-1,6-bisphosphate Aldolase from Giardia Lamblia: Coupling assay counterscreen; coupling enzyme system counterscreen, AmpLite Red fluorescence; activity change, negative = inhibition, % at 58.2 µM, hits read low; 290,000 compounds, 0.67% hits; in the data active = activity change below about -30%; also: % is scaled to controls: 0 for no effect and ±100 for the full control effect
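Coupling enzymes only (glyceraldehyde-3-phosphate) + compound, at 57.5 uM final, 10 min RT; add substrate/coupling/AmpLite Red mix, 20 min RT; fluorescence ex 525/em 598 nm. Actives flag coupling-system interference.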
TCR activator – Activators of T cell receptors: qHTS campaign; primary human leukocytes, anti-CD3, IL-2 HTRF, 48 h; AID 504894, 2011; Potency, µM (doses to about 9.22 µM), for the others: top-dose activation of IL-2 secretion, most hits filed as activators; 330,000 tested, under 10 active; also: % of control where 0% means no effect
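TCR engagement came from a-CD3 beads alone, with compounds added to primary human leukocytes for 48 hr. Secreted IL-2 bridged europium cryptate- and d2-labelled anti-IL-2 antibodies, giving FRET emission at 665nm after 320nm excitation.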
Tb PFK block – qHTS Assay to Find Inhibitors of T. brucei phosphofructokinase. ATP-dependent 6-phosphofructokinase (Trypanosoma brucei brucei), O15648. T. brucei PFK, ADP-Glo luminescence. Potency, µM (top dose mostly 57.5 µM), for inactives: at the top dose activity, negative = inhibition, actives largely listed as inhibitors. 330,000 compounds, 0.17% hits;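 also: potency is read from the fitted curve at half-maximal effect; 0% = uninhibited 1x PFK enzyme wells and -100% = no-enzyme wells; nearly all actives have a fitted effect of over 60% in size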
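Activity is normalized to no-enzyme wells (full inhibition) and 1.25 nM enzyme wells (no inhibition). Reaction: 0.5 mM F6P, 0.1 mM ATP, 45 min RT, ADP-Glo luminescence; concentration-response curves fitted and classed by quality.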
Giardia killer – Small Molecules that selectively kill Giardia lamblia: qHTS; Giardia lamblia trophozoite viability; activity change, % at 7.66 µM, hits read low; 340,000 compounds, 0.15% hits; AID 540267, 2011; in the data active = activity change below about -80%; inconclusive = between about -30% and that limit;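 also: parasites exposed to compound for two days anaerobically before the ATP read; % is scaled to controls: 0 for no effect and ±100 for the full control effect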
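Killing of trophozoites was scored by loss of ATP luminescence after a 48 hrs anaerobic exposure to compounds at 37 deg C, using 100 cells per well.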
CXXC DNA block – qHTS Fluorescence Polarization Assay for Inhibitors of MLL CXXC domain - DNA interaction; MLL-CXXC / FITC-HOXA9 DNA fluorescence polarization; 290,000 compounds, 0.037% hits; Potency, µM (top dose mostly 115 µM), for the others: at the top dose activity change, negative = inhibition, hits mostly inhibitors; active = well fitted inhibition curve with a large enough effect in the polarisation, with a control signal flat, not every such curve was filed as active; inconclusive = small, poorly fitted or top-dose-only effect, or effect the other way, or a change in a side signal; inactive = no such curve, though single readings can be large or run the other way; the % refers to the polarisation; also: potency is read from the fitted curve at half-maximal effect
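Steps: dispense CXXC domain solution (7 uM) → pin compounds or unlabeled HOX-A9 DNA control → 5 min ambient → add FLSN-HOX-A9 solution (50 nM) → spin → 30 min ambient → fluorescence polarization. Tris pH 7.5/NaCl/DTT/BSA buffer.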
BCR signal inh – qHTS Assay to Find Inhibitors of Chronic Active B-Cell Receptor Signaling. 340,000 compounds, 0.05% hits. Potency, µM (doses to about 46.1 µM), without a hit: top-dose ratio change, negative = lower green/red ratio, most hits filed as inhibitors. ABC-DLBCL IkBa-CBG/CBR reporter, luminescence ratio, 4 h. AID 493014, 2011; active = well fitted inhibition curve with a large enough effect in the signal ratio, with a control signal flat, not every such curve was filed as active; inconclusive = small, poorly fitted or top-dose-only effect, or effect the other way, or a change in a side signal; the % refers to the signal ratio;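 also: potency is read from the fitted curve at half-maximal effect; plate controls were basal doxycycline-induced cells for no effect and cells given 10 µM MG132 for full effect; MG132 reads +100%, hits lower the ratio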
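Doxycycline induced both beetle luciferases in TMD8 lymphoma cells; IKK-driven degradation limits the IkappaBalpha-fused green signal, while red luminescence normalises for cell number and nonspecific effects. Compounds tested up to 46 uM, 4 hrs.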
Numbers without * were called inactive; ? = inconclusive; / = no result given; [ ] = dose if it differs, or a comment. Unless noted, calls follow the shape of the dose curve; as a rule, active = well fitted curve in the direction sought with a large enough effect; inconclusive = small, poorly fitted or top-dose-only effect, or another doubt; inactive = no such curve, though single readings can be large; an effect the other way counts as inactive or inconclusive.

SMILES | GALK inh | A-T KAP1 phos | hERG WT inh | TSHR antagonist | Coupling enz | TCR activator | Tb PFK block | Giardia killer | CXXC DNA block | BCR signal inh
CCOC(=O)CSc1nc(C)c2ccc(C)cc2n1 | -2% | / | -9 | -13 | 1 | 0%[46.1 µM] | 1% | 3 | 1% | 1%
Cc1ccc(S(=O)(=O)NCCS(=O)(=O)N2CCN(c3ccc(F)cc3)CC2)cc1 | / | 16% | 7 | 1 | / | -5% | -1% | 11 | / | -6%
COc1ccc(-c2csc3ncn(-c4cccc(C)c4)c(=O)c23)cc1OC | 5% | -5% | -3 | 7 | 0 | -2% | -1% | 18 | -1% | -17%
CC(=O)c1cc(N2CCC(C(=O)O)CC2)ccc1[N+](=O)[O-] | 1% | 0% | 12 | 3 | 3 | -7% | -5% | 17 | 8% | 5%
C[C@@H]1NC(=O)[C@H](CCC(N)=O)NC(=O)c2cc([N+](=O)[O-])cc(I)c2NCC[C@@H](C(N)=O)NC1=O | / | 6% | 1 | 4 | -1 | 6% | 2% | -23 | 0% | 0%
O=S(=O)(Nc1ccc(N2CCOCC2)nn1)c1ccccc1 | 4% | 2% | 8 | -6 | 1 | 3% | -2% | -4 | 10% | -2%
CCCC(=O)NNC(=O)Nc1ccccc1 | / | 4% | -18 | -4 | 0 | -10% | 0% | 2 | 2% | 6%
COc1ccc(NC(=S)N2C3CCC2CC(NC(=O)NC24CC5CC(CC(C5)C2)C4)C3)c(OC)c1 (configuration not stated) | 0% | -5% | 1 | -2 | 5 | -6% | 0% | 13 | 11% | -4%
CCC(C)c1ccccc1NC(=O)CN1CCN(C/C=C/c2ccccc2)CC1 (configuration not stated) | -2% | 5% | -12 | 8 | 0 | -4%[46.1 µM] | 0% | -15 | 17% | -11%
Cc1ccc(C)c(-n2nnnc2SCC(=O)Nc2cccc(-c3nnc4n3CCCCC4)c2)c1 | 2% | -6% | -13 | -16 | 7 | 3% | 4% | 11 | -4% | 0%
O=C(NCc1ccco1)C1CCN(S(=O)(=O)c2cccc([N+](=O)[O-])c2)CC1 | 0% | 0% | 3 | -6 | 0 | 9% | -1% | -8 | 1% | -2%
COc1ccc(-c2[nH]ncc2CN(CCO)CC23CC4CC(CC(C4)C2)C3)c(OC)c1 | 3% | -2% | 10 | 0 | 5 | -9% | -1% | -5 | 2% | 2%
CSc1nc(N)nc2c1ncn2CC(=O)Nc1ccc(C)c(C)c1 | / | 4% | -11 | 1 | / | 11% | 1% | -16 | / | -1%
c1ccc(CCn2c(SCc3ccccc3)nnc2-c2ccncc2)cc1 | 1% | -6% | 14 | -19 | 1 | -1%[46.1 µM] | 7% | 13 | 4% | ?
O=C(O)c1ccc(N2CCCC2=O)cc1 | 2% | 11% | 9 | 17 | 1 | -10% | 2% | -9 | 2% | 0%
CCN(CC)S(=O)(=O)c1cccc(NC(=O)CCNC(=O)c2ccc([N+](=O)[O-])cc2)c1 | 1% | -2% | 3 | 17 | 3 | 6% | 2% | -4 | 25% | ?
CCCCCC(=O)NC(=S)Nc1cccc(C(C)=O)c1 | 2% | -6% | -15 | 7 | 2 | -1%[46.1 µM] | 0% | -2 | 6% | 2%
COc1cccc(CNC(=O)C2CCCN2S(=O)(=O)c2ccc3c(c2)C(C)(C)C(=O)N3C)c1 (configuration not stated) | / | 7% | -7 | 4 | 0 | 5% | 0% | 0 | -2% | 2%
Cc1cc(=O)oc2cc(OC(C)C(=O)N3CCOCC3)ccc12 (configuration not stated) | 0% | 3% | -8 | 33 | -4 | 8% | 5% | -7 | 3% | -8%
O=C(O)c1ccc(F)c(S(=O)(=O)Nc2ccccc2Cl)c1 | 1% | -5% | -16 | 3 | 4 | 4% | -2% | -16 | 10% | -1%
COc1ccc(NC(=O)C(=O)NCCCn2ccnc2)cc1 | -2% | 9%[11.5 µM] | -9 | 3 | -1 | -4% | 1% | 4 | -11% | -1%
O=C(COC(=O)c1ccc(S(=O)(=O)NCc2ccco2)cc1)NC1CCCCCC1 | -2% | 1% | -6 | 0 | 5 | -3% | -2% | 2 | 24% | ?
CCOC(=O)N1CCN(S(=O)(=O)c2ccc(C(=O)Nc3ccc4c(c3)C(=O)NC4=O)cc2)CC1 | 1% | 0% | 5 | 21 | -1 | 3%[46.1 µM] | -15% | -11 | 3% | -1%
Nn1c(COc2ccc(Cl)cc2)n[nH]c1=S | 3% | 1% | 1 | 5 | 1 | 7% | -15% | 9 | 1% | 5%
CCN(CC)c1ccc(/C=N/Nc2cccc(C)c2)c(O)c1 | 0% | 9% | -3 | 4 | -7 | 2%[46.1 µM] | -1% | -14 | -3% | ?

New compounds follow
SMILES | GALK inh | A-T KAP1 phos | hERG WT inh | TSHR antagonist | Coupling enz | TCR activator | Tb PFK block | Giardia killer | CXXC DNA block | BCR signal inh
CN(CCO)CCC(=O)NC1(C)CS(=O)(=O)CC1S(=O)(=O)O (configuration not stated) | 0% | -18% | 6 | -4 | -2 | 2% | 2% | -12 | -11% | 3%
Cc1ccc(NC(=O)CN2CCCN(S(=O)(=O)c3ccc(Br)s3)CC2)cc1 | 1% | 1% | -6 | -7 | -1 | 8% | -2% | 4 | -4% | -17%
COC(=O)c1ccc(C2c3[nH]c4ccccc4c3C[C@H]3C(=O)N(C)CC(=O)N23)cc1 (some centres not stated) | 0% | 4% | 4 | 0 | 1 | 3% | -4% | 11 | 6% | -3%
O=C(CSC1=NCCN1)Nc1cccc(C(F)(F)F)c1 | -1% | -6% | 12 | 19 | 1 | / | 2% | 14 | -25% | ?
Cc1cccc(NC(=O)CNC(=O)Cn2ncc(Cl)c(Cl)c2=O)c1C | / | -3% | 4 | -29 | / | -32% | ? | 2 | / | ?
NS(=O)(=O)c1ccc(CNC(=O)CCCSc2ccccc2)cc1 | 0% | 14% | -10 | 6 | 0 | -1% | -3% | -15 | -6% | ?
CCOC(=O)Nc1nc(-c2ccc(F)cc2F)cs1 | 2% | 6% | -3 | -1 | 0 | 2%[46.1 µM] | 5% | -20 | 10% | ?
Cc1ccc(S(=O)(=O)NCCN=C(CN2CCOCC2)NS(=O)(=O)c2ccc(C)cc2)cc1 | 0% | -3% | -6 | -4 | -4 | 1% | -4% | 5 | 1% | ?
Cc1nc(N[C@@H](Cc2ccccc2)C(=O)O)c2oc3ccccc3c2n1 | 0% | 4% | 3 | 6 | 15 | -20% | 3% | 0 | -3% | ?
CCCNc1nc(Nc2ccc(C)c(Cl)c2)c2cnn(C)c2n1 | 7% | 0% | 0 | -5 | 2 | 1% | 16% | -24 | 2% | ?
CCn1c(SCC(=O)c2ccc(C)cc2)nnc1-c1ccncc1 | 1% | 2% | -15 | 20 | -6 | 1% | -2% | 1 | 2% | ?
O=C(Oc1ccc2c(=O)c(Oc3ccc4ccccc4c3)coc2c1)c1ccco1 | -4% | 2% | -8 | -12 | -1 | 1% | -6% | -6 | 147%[activator] | -21%
CCCCCOc1ccc(/C(C)=N/NC2=NCCN2)cc1 | 0% | 13% | 19 | 5 | 4 | -2% | 5% | 4 | 86%[activator] | ?
O=C(O)c1ccc(Nc2nc(-c3ccccc3)nc3ccccc23)cc1 | -2% | 1% | -2 | -8 | 3 | 0% | 12% | 2 | 5% | -1%
COc1cc(Cl)c(CN2CCCC(CO)(Cc3cccc(Cl)c3)C2)cc1OC (configuration not stated) | 2% | 1% | 15 | 12 | 3 | 4% | -1% | 12 | 11% | -9%
O=C(CSc1nnc(Nc2ccccc2)s1)NC1CC1 | / | 0% | -14 | 16 | / | -5% | 0% | -11 | / | -1%
Cc1ccc(NCc2ccccc2O)c(C)c1 | -2% | 7% | -7 | -7 | 1 | -2% | 0% | -15 | -3% | -18%
CCOC(=O)CN1C(=O)C(O)=C(C(C)=O)C1c1ccc([N+](=O)[O-])cc1 (configuration not stated) | 1% | / | -13 | 13 | 6 | -2% | 6% | -9 | 2% | -6%
CC(=O)Nc1ccc(-c2cc3ccccc3o2)cc1 | -1% | 6% | -2 | -12 | 1 | 11% | -1% | -4 | 8% | -13%
O=S(=O)(NC(=S)NC1CCCCC1)c1ccc(Br)cc1 | -4% | 0% | -2 | -7 | 9 | 7% | 0% | -18 | -2% | 6%
COC(=O)c1sc2ccccc2c1NC(=O)c1ccc(S(=O)(=O)N2CCCCC2C)cc1 (configuration not stated) | / | 6% | -6 | -12 | -2 | 1% | -1% | -15 | 6% | 5%
COCc1c(C(=O)NCCc2ccc(OC(F)F)cc2)oc2ccccc12 | / | 7% | 5 | / | / | 5% | -1% | ? | / | 1%

Compounds as they come, and some 1.6% of all compounds hit somewhere here.
